hIAP activ = increases human intestinal alkaline phosphatase activity | P09923 | purified human IAP, CDP-Star luminescence, 30 min; active compounds read high; 1 = vehicle-only enzyme, 0 = enzyme-free background | activation factor at 10 µM | actives 0.16% (n = 330,000) | AID 2524;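 active = activation factor of the enzyme at least 2-fold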; also: the source names both 10 and 20 µM as test concentration; values of inactives mirror those of a sister screen read the other way
NR3A LBD binder = NR3A (human) ligand-binding domain modulation | NR3A LBD differential scanning fluorimetry, Tm shift; 0% = protein alone, 100% = glycine-bound protein | Tm shift relative to glycine control, % at 25 µM | actives 2.5% (n = 340,000);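 active = melting temperature shift of at least 10% of the positive control shift, at one fixed dose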
SENP6 block = SENP6 protease inhibition | Q9GZR1 | Recombinant SENP6 catalytic domain, aminoluciferin luminescence | inhibition, % at 10 µM | actives 1.8% (n = 330,000) | AID 2599;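 active = inhibition above about 50% at the single tested dose, limit read from the data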;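 also: plate controls were DMSO wells with enzyme for no effect and DMSO wells lacking enzyme for full effect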
MPTP block = blocks calcium-induced mitochondrial swelling. isolated mouse mitochondria, Ca2+ swelling absorbance, 30 min. inhibition, % at 10 µM. actives 1.4% (n = 360,000). AID 602449;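 active = inhibition of 50% or more, scaled per plate between neutral and stimulator controls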;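 also: 0% = DMSO wells given calcium and 100% = 1 mM EGTA wells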
PfGluPho inh = PfG6PD (Plasmodium falciparum) enzyme inhibition; PfGluPho enzyme, NADPH resazurin-diaphorase fluorescence; inhibition, % at 20 µM; actives 0.78% (n = 350,000); AID 504690;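 active = inhibition reaching at least a set limit at 20 µM in the primary screen, cut at about 59% in these data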;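 also: 0% = DMSO wells with substrate and 100% = DMSO wells lacking glucose-6-phosphate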
SENP1 inh = SENP1 (human) catalytic domain inhibition | recombinant SENP1 catalytic domain, CyPet-SUMO1-YPet FRET cleavage | inhibition, % at 10 µM | actives 0.21% (n = 360,000) | AID 624204;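 active = inhibition at least 30% at 10 µM, raw YFP signal under a set limit, fluorescence ratio 0.5 to 1.5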;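 also: 0% = enzyme with DMSO and 100% = no enzyme wells; some results filed as inactive read as strong as hits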
Target sequence (Q9P0U3 419-644 limits assumed): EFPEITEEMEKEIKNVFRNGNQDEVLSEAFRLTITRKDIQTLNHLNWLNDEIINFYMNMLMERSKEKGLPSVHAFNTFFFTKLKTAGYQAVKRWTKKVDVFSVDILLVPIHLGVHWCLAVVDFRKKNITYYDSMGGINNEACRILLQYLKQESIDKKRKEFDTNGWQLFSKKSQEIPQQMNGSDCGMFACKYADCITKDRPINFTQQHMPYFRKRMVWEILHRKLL
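Test system: recombinant human SENP1 catalytic domain, His6-tagged / Medium: pH 8 Tris buffer with EDTA, NaCl, BME, BSA, NP40, catalase / Also added: SUMO1 FRET substrate flanked by Cypet and Ypet, 25 nM / Times: 50 min reaction at room temperature / Signal: FRET, CFP and YFP emission / Control set: no-enzyme low control and enzyme-plus-DMSO high control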
ATG4B inhibitor = inhibitors of human ATG4B cysteine protease | AID 504462 | actives 0.51% (n = 340,000) | inhibition, % at 8.33 µM | Q9Y4P1 | ATG4B cleavage of LC3-PLA2, NBD-HPC fluorescence, 1 h; in the data active = inhibition above about 40%
Target sequence (Q9Y4P1 whole entry, looked up): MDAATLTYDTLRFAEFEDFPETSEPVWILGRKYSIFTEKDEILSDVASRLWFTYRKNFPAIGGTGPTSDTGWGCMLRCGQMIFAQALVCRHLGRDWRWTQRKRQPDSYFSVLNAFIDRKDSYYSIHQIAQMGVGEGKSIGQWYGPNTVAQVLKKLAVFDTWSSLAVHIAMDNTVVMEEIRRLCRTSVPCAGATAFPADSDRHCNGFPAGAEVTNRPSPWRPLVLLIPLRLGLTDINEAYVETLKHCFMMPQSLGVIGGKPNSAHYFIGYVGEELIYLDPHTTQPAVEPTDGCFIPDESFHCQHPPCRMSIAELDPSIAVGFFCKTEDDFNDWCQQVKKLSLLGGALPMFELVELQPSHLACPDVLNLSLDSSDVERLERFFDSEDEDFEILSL
SENP8 block = SENP8 (human) protease inhibition | Q96LD8 | recombinant SENP8, Nedd8 substrate fluorescence | inhibition, % at 20 µM | actives 0.64% (n = 360,000); in the data active = inhibition mostly above about 40%, no sharp cut-off; inactive = mostly below about 27%
Target sequence (Q96LD8 whole entry, looked up): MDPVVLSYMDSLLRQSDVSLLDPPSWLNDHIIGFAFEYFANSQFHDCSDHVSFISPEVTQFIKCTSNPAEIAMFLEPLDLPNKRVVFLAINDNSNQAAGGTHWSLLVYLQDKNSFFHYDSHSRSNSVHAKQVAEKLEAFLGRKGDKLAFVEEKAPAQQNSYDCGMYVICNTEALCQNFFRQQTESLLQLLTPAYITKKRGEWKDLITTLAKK
The depositor's hits bear a star; . = not tested or not shown. This is a subset; rates above refer to the full screens.

SMILES | hIAP activ | NR3A LBD binder | SENP6 block | MPTP block | PfGluPho inh | SENP1 inh | ATG4B inhibitor | SENP8 block
CS(=O)(=O)c1ccc(C2=C(CNC(=O)c3ccncc3)[C@H]3CC[C@@H](C2)N3Cc2ccccc2)cc1 | . | . | . | 3.1 | -15 | 1 | . | 14
C=CCN1C(=O)NC(=O)/C(=C/c2ccc(OC)c(CSc3ccccn3)c2)C1=O | 1 | -3 | -3 | -2.2 | 23 | -2 | -8 | 12
CCN(CC)CCN=Cc1c(O)n(Cc2ccco2)c(=O)[nH]c1=O | 0.93 | -2 | -6 | 0.8 | -7 | 2 | -6 | 13
Cc1nc2ccccc2c(=O)n1-n1cnnc1 | 1.2 | 1 | 10 | -0.9 | 8 | -1 | -1 | -1
CCn1c(=O)cc(OCC(=O)N2CCC3(CC2)OCCO3)c2ccccc21 | 0.88 | 1 | 9 | -1.1 | -7 | 2 | -1 | 16
C=CCN1C(=O)/C(=C/c2ccc(Br)s2)C(=O)NC1=S | 1.1 | -2 | 24 | 1.7 | 46 | -18 | 10 | 13
O=C1NC(=O)N(CCc2ccc(F)cc2)C(=O)/C1=C/C=C/c1ccccc1 | 1 | -2 | 3 | -1.2 | 4 | -30 | -4 | -6
COc1ccc2c(c1)CC1(CN2C)C(=O)NC(=O)N(c2ccc(F)cc2)C1=O (configuration not stated) | 0.83 | -5 | 3 | -1.9 | 7 | -21 | 1 | 11
CCOc1cc(C(=O)N2CCC3(CC2)OCCO3)cc(OCC)c1OCC | 1.1 | -2 | -10 | -1.7 | -6 | 1 | 20 | 14
O=P(Nc1c(Cl)cccc1Cl)(c1ccccc1)c1nc2c(s1)CCCC2 (configuration not stated) | 1.1 | -5 | 4 | 0.8 | -9 | -2 | 5 | 6
CC(=O)OC1C(=O)OCC23CCC4(C)OC4C2OC2CC(OC(=O)C=CC=CC(=O)OCCC1C)C3(C)C21CO1 (configuration not stated) | . | 2 | . | -1.9 | 25 | 1 | 6 | 18
CN1C2CCC1CC(OC(=O)c1ccc(Cl)cc1)(C(=O)O)C2 (configuration not stated) | 1.1 | -4 | 8 | -0.9 | -32 | -1 | 4 | 3
Cn1nccc1C(=O)N1CCC2(CC1)OCCO2 | 0.96 | 1 | -5 | 1.2 | 4 | 1 | -2 | -2
CCC(=O)OC1(c2ccccc2)C(C)CN(C)CC1C (configuration not stated) | 0.99 | 1 | -7 | -0.5 | 0 | 1 | 2 | 5
CCC(=O)OC(Cc1ccccc1)(c1ccccc1)[C@H](C)CN(C)C (some centres not stated) | 0.96 | 0 | -13 | 0.8 | -11 | 1 | 14 | 5
N#CC(=C(O)c1ccc(S(=O)(=O)N(CCCl)CCCl)cc1)c1nc2ccccc2[nH]1 | . | -1 | . | 4.4 | -31 | -9 | -1 | -474
CCCc1nc2ccccc2c(=O)n1-c1ccc(OC)cc1 | 0.94 | 1 | 5 | -2.6 | -6 | 0 | -8 | 18
CN(C)c1ccc([P+](=O)c2ccc(N(C)C)cc2)cc1 | 1.1 | 0 | -3 | 1.7 | 3 | 2 | -6 | -8
O=C1NC(=O)C(Cc2cccs2)C(=O)N1 | 0.97 | 2 | 19 | 0.1 | 8 | 1 | 5 | 3
O=C(c1cc(Br)ccc1Cl)N1CCC2(CC1)OCCO2 | 1 | 0 | -16 | -2.2 | -19 | -1 | 18 | -3
O=C(NC1CCCCC1)Oc1cc2oc(=O)sc2cc1Cl | 1.1 | 0 | 0 | 5.2 | 39 | -1 | 28 | 22
O=C(/C=C/c1ccc(Cl)cc1)NC(=S)N1C[C@H]2C[C@H](C1)c1cccc(=O)n1C2 | 1 | 5 | -11 | -2.8 | 14 | 2 | -1 | 36
O=C(Nc1ccc(Cl)cc1)Nc1nccs1 | 1.3 | 28* | 68* | 86* | 23 | 2 | -10 | 16
COc1cc(N2CCOCC2)ccc1/C=C1\C(=O)NC(=O)N(Cc2ccc3c(c2)OCO3)C1=O | 0.92 | 4 | 22 | 5.4 | 6 | -1 | -1 | 13
Fc1ccc(CCNCc2ccc(Br)cc2)cc1 | 1 | -2 | -7 | -1.5 | -12 | 1 | -2 | 5
The list continues:
SMILES | hIAP activ | NR3A LBD binder | SENP6 block | MPTP block | PfGluPho inh | SENP1 inh | ATG4B inhibitor | SENP8 block
O=C(Nc1nccs1)C(Cl)(Cl)Cl | 0.99 | 1 | -12 | -2.7 | -2 | 3 | 0 | -3
COCCNC(=O)Cn1cc(/C=C2\C(=O)NC(=O)N(c3cccc(C)c3C)C2=O)c2ccccc21 | 0.94 | -2 | -3 | 1.4 | 0 | 3 | 4 | 13
COC(=O)C1=C(c2c(C)noc2C)C[C@@H]2CC[C@H]1N2C(=O)NCCOc1ccc(OC)cc1 | 1.1 | 0 | -8 | 1.6 | -14 | 3 | 6 | 20
COc1ccccc1N1CCN(Cc2ccccc2F)CC1 | 0.84 | 0 | -23 | 1.9 | 4 | 2 | 2 | 32
Oc1ccc2ccccc2c1CN1CC=C(c2ccccc2)CC1 | 1.2 | 1 | -15 | 3.8 | 19 | 0 | -11 | -74
CC(=O)N1CN(C(C)=O)CN(C(C)=O)C1 | 1.2 | 0 | 5 | -0.1 | -16 | 1 | -2 | 20
C[C@]12CC[C@H](O)C[C@H]1CC[C@@H]1C2CC[C@]2(C)[C@@H](C3=CC(=O)OC3)[C@@H](O)C[C@]12O (some centres not stated) | 0.84 | 0 | -8 | -0.3 | -6 | 0 | 4 | 15
Cc1ccc(N2C(=O)NC(=O)C(CCc3ccccn3)(Cc3cccc(Cl)c3Cl)C2=O)cc1 (configuration not stated) | 1 | 1 | -5 | 0.5 | -4 | 4 | -6 | 4
C/C=C/c1ccc2c(c1)OCO2 | 1.1 | 2 | -4 | -0.6 | 16 | -1 | 1 | 7
O=C(CN1CC(c2ccccc2)CC1=O)Nc1ccccc1 (configuration not stated) | 0.96 | -2 | -1 | 0.2 | -7 | -2 | -5 | 14
CCC(C)n1c(O)c(/C=N/N2CCOCC2)c(=O)[nH]c1=S (configuration not stated) | 1.1 | -4 | -9 | 0.4 | -19 | -11 | 0 | 26
Cc1ccc(O)c(C(=O)c2cc(C(=O)NCCC(C)C)c(=O)n(CCC(C)C)c2)c1 | 0.88 | -6 | 6 | 1.6 | 5 | -60 | 8 | -3
Oc1cccc2nc3ccccc3nc12 | 1.1 | 1 | 1 | -1.8 | 25 | 0 | -17 | 22*
O=C(CNC(=O)c1ccc(Br)cc1)Nc1ccc(Br)cc1C(=O)c1ccccc1 | 0.92 | -1 | -7 | 24 | 7 | 1 | 0 | 14
C/C(=N\NC(=O)c1ccccc1O)c1c(O)n(C2CCCCC2)c(=O)[nH]c1=O | 1.1 | 13* | 26 | -0.1 | -41 | -5 | 3 | -127
O=[N+]([O-])c1ccc(N2CCCC2)c2ncccc12 | 0.78 | 1 | 34 | 2.2 | -6 | -33 | -1 | 81*
CCOc1cc(C2C(C#N)=C(N)Oc3c2c(=O)oc2ccccc32)ccc1OC(=O)c1cccs1 (configuration not stated) | 1.1 | 20* | -14 | -1.3 | -19 | -23 | 7 | 15
C[C@]12CCC3C(CC[C@H]4C[C@H](N)CC[C@]34C)C1CC[C@H]2O (some centres not stated) | 1.1 | -1 | 0 | 0.4 | -7 | 3 | 16 | 11
CCCCn1c(=O)c(C(=O)Nc2ccccc2F)c(O)c2ccccc21 | 1.1 | -2 | -18 | 3.2 | 13 | 2 | 1 | -41
CCC(COC(=O)NC)NC(=O)Oc1ccccc1 (configuration not stated) | 0.94 | 1 | 15 | -2.5 | -8 | 3 | 4 | 16
COc1ccc(-c2cc(=Nc3ccccc3)c3cc(C)ccc3o2)cc1 | 1 | 0 | 69* | 35 | 15 | 4 | 23 | -340
O=C(N/N=C/c1c(O)n(CCc2ccccc2)c(=O)[nH]c1=O)c1ccccc1O | 1.3 | 6 | 33 | 0.1 | -40 | -19 | 5 | -206
COc1ccc(C2SCC(=O)Nc3c2c(=O)[nH]n3C2CCCCCC2)cc1OC (configuration not stated) | 0.97 | -2 | 4 | 1.1 | 4 | 2 | -6 | 8
C=CCn1c(C)c(C=C2C(=O)NC(=O)NC2=O)c2ccccc21 | 0.93 | 0 | -2 | -1.2 | 8 | -5 | 8 | 3
CC(=O)N[C@@H]1CC[C@@]2(O)[C@H]3Cc4ccc(O)c5c4[C@@]2(CCN3CC2CC2)[C@@H]1O5 | 1.1 | 0 | -9 | -0.7 | 4 | 0 | 1 | 0
Following part
SMILES | hIAP activ | NR3A LBD binder | SENP6 block | MPTP block | PfGluPho inh | SENP1 inh | ATG4B inhibitor | SENP8 block
CC(CC(C#N)(c1ccccc1)c1ccccc1)N1CCCCC1 (configuration not stated) | . | -1 | . | 1.0 | -3 | 1 | 3 | 5
CCN1CCN(c2ccc([N+](=O)[O-])cc2C(=O)OC)CC1 | 0.93 | -1 | -14 | 0.2 | -7 | 2 | 9 | 17
C=C1N2CCC(CC2)C1(O)c1ccc(C)cc1 (configuration not stated) | 1 | 0 | -4 | 0.2 | 1 | 1 | -18 | 12
CC1(C)CSC(=NCc2ccccc2)N1 | 1.1 | 0 | -20 | -3.1 | -3 | 4 | 1 | 7
O=S1(=O)CC2(N3CCOCC3)CCCCC21 (configuration not stated) | 0.81 | 0 | -16 | -1.2 | 7 | 0 | -2 | 7
COc1ccc(CCn2c(O)c(C=NCCCN(C)C)c(=O)[nH]c2=O)cc1OC | 1 | -1 | -6 | 1.2 | -14 | 2 | -3 | -4
COc1cc(CN=C(C)c2c(O)n(C3CCCCC3)c(=O)[nH]c2=O)cc(OC)c1 | 0.9 | -1 | -9 | 5.7 | 6 | -2 | -13 | 1
CC1CCN(C(CC(=O)c2ccccc2)C(=O)c2ccccc2)CC1 (configuration not stated) | . | 1 | . | -3.9 | 94* | 1 | -4 | -100
Cc1ccc(/C=C2/C(=O)NC(=O)N(CC3CCCO3)C2=O)s1 (configuration not stated) | 0.87 | 0 | -6 | 1.5 | 12 | 1 | -3 | 3
CCCCn1c(=O)c(C(=O)Nc2ccccn2)c(O)c2ccccc21 | 0.91 | 7 | 14 | 3.9 | -16 | 3 | 9 | -118
CN1C(=O)C(=Cc2c(OCc3cnc(Cl)s3)ccc3ccccc23)C(=O)N(C)C1=O | 0.91 | 1 | -14 | -1.1 | 17 | 2 | 9 | 0
CC(C)(C)c1cc(OC(=O)Cc2ccccc2)ccc1O | 0.9 | -4 | 3 | 1.6 | 8 | -1 | 7 | 12
CNC(=O)O/N=C(\N)Cc1csc2ccccc12 | 0.96 | -2 | -7 | 0.0 | -7 | 0 | 1 | 24
COc1cc2c(c(OC)c1)C(=O)OC(C)CCCC(=O)CCCCC2 (configuration not stated) | 0.94 | -2 | 11 | -1.0 | -16 | 2 | -5 | 1
CNCCc1nc(N)n[nH]1 | 1 | 1 | -6 | -2.3 | -7 | 2 | -15 | 18
O=C(C(=C1N(Cc2ccc(Cl)nc2)CCN1Cc1ccc(Cl)nc1)[N+](=O)[O-])C(Cl)Cl | 1 | -1 | 5 | 0.7 | 1 | 3 | -3 | 12
CC1(C)N2CC3([N+](=O)[O-])CN1CC([N+](=O)[O-])(C2)C3 | 1 | 0 | -8 | -0.5 | -2 | 7 | -9 | -7
O=C(C1CC(=O)N(C2CCCC2)C1)N1CCC2(CC1)OCCO2 (configuration not stated) | 0.94 | -3 | -12 | -1.3 | -15 | 2 | 5 | 11
CN(C(=O)CNC(=O)OCc1ccccc1)c1ccc(Br)cc1C(=O)c1ccccc1Cl | 0.91 | -8 | 3 | 2.1 | 24 | -1 | 0 | 24
Cc1cc(OC(C)C(=O)NCC(O)c2ccccc2)c2c3c(c(=O)oc2c1)CCCC3 (configuration not stated) | 0.92 | -7 | 5 | 0.4 | -15 | 0 | 31 | -161

Only MPTP block and SENP1 inh, for 2 of the compounds above:
molecule,MPTP block,SENP1 inh
COc1ccc(CCn2c(O)c(C=NCCCN(C)C)c(=O)[nH]c2=O)cc1OC,1.2,2
CNC(=O)O/N=C(\N)Cc1csc2ccccc12,0.0,0

Screening data (PubChem)
